All columns: NCI-60 one-dose screen, growth in % after 48 h at 10 µM unless noted; 100 = growth as untreated, 0 = no growth, -100 = all killed.
COLO 205: COLO 205 colon cancer. actives 7.3% (n = 79,000)
NCI-H226: NCI-H226 lung cancer. AID 1794732. actives 3.5% (n = 79,000)
HCT-116: HCT-116 colon cancer; actives 7.3% (n = 82,000); AID 1794798
NCI-H460: NCI-H460 lung cancer. actives 6.8% (n = 82,000). AID 1794736
NCI/ADR-RES: NCI/ADR-RES ovarian cells | actives 4.4% (n = 81,000) | AID 1794790
NCI-H522: NCI-H522 lung cancer | actives 8% (n = 78,000) | AID 1794739
NCI-H322M: NCI-H322M lung cancer; actives 2.7% (n = 80,000)
HCT-15: HCT-15 colon cancer. actives 5.2% (n = 82,000)
NCI-H23: NCI-H23 lung cancer | actives 4% (n = 80,000) | AID 1794731
* hit, by the source's call; . = not tested or not shown; & = joins results of further samples. How the source made its calls: active means growth percent below 10; inactive means the rest.

SMILES	COLO 205	NCI-H226	HCT-116	NCI-H460	NCI/ADR-RES	NCI-H522	NCI-H322M	HCT-15	NCI-H23
O=[N+]([O-])c1ccc2[nH]c(=S)n(/C=C(/c3ccc(Cl)cc3Cl)S(=O)(=O)Cc3ccc(Cl)cc3Cl)c2c1	99	106	83	108	100	89	100	101	96
O=C(COc1ccc(NC(=O)Nc2ccc(Cl)cc2)cc1)N=Nc1c(O)[nH]c2ccccc12	102	89	100	101	99	91	107	102	88
CC1(C)CC(=O)c2c(Nc3ccccc3)n[nH]c2C1	115	113	106	112	107	157	135	104	109
COC(=O)/C=C1\SC(=Nc2ccc(C#N)cc2)N(CCc2c[nH]c3ccccc23)C1=O	101	104	81	103	99	66	98	88	91
Cc1oc(-c2ccc(Cl)cc2)cc1C(=O)Nc1nccs1	109	90	90	102	97	91	103	73	91
N#CC1=C(N)Oc2c(c(=O)[nH]c3ccc(Br)cc23)C12C(=O)c1ccccc1C2=O	100	92	104	95	92	93	93	101	87
Cc1cc(=O)oc2cc(OCCOc3ccc(/C=C/C(=O)Nc4cccc(Cl)c4)cc3)ccc12	105	89	81	102	92	96	101	66	.
O=C(CCCC(=O)NCc1ccc(Cl)cc1Cl)NCc1ccc(Cl)cc1Cl	106	92	92	109	89	92	99	114	98
C=C(Cn1cc(CO)nn1)[C@@H]1CC[C@]2(C(=O)OC)CC[C@]3(C)[C@H](CC[C@@H]4[C@@]5(C)CCC(=O)C(C)(C)[C@@H]5CC[C@]43C)[C@@H]12	102	107	82	106	105	85	106	101	98
Cc1ccc(C2Oc3ccccc3C3CC(c4cccs4)=NN32)cc1 (stereo not given)	104	85	100	101	97	89	91	100	93
Cc1cnc(C)c(NS(=O)(=O)c2ccc(NC3=C(I)C(=O)c4ncccc4C3=O)cc2)n1	117	98	98	96	91	82	104	96	92
COc1ccc2c(c1)C(=N/N=C(\C)c1ccc(OC)c(S(N)(=O)=O)c1)C(=O)N2	99	89	89	101	100	84	94	98	94

Part of the list above, with values under each structure:
Values run as follows: COLO 205 | NCI-H226 | HCT-116 | NCI-H460 | NCI/ADR-RES | NCI-H522 | NCI-H322M | HCT-15 | NCI-H23
> O=C(COc1ccc(NC(=O)Nc2ccc(Cl)cc2)cc1)N=Nc1c(O)[nH]c2ccccc12
→ 102 | 89 | 100 | 101 | 99 | 91 | 107 | 102 | 88
> CC1(C)CC(=O)c2c(Nc3ccccc3)n[nH]c2C1
→ 115 | 113 | 106 | 112 | 107 | 157 | 135 | 104 | 109
> COC(=O)/C=C1\SC(=Nc2ccc(C#N)cc2)N(CCc2c[nH]c3ccccc23)C1=O
→ 101 | 104 | 81 | 103 | 99 | 66 | 98 | 88 | 91
> Cc1oc(-c2ccc(Cl)cc2)cc1C(=O)Nc1nccs1
→ 109 | 90 | 90 | 102 | 97 | 91 | 103 | 73 | 91
> N#CC1=C(N)Oc2c(c(=O)[nH]c3ccc(Br)cc23)C12C(=O)c1ccccc1C2=O
→ 100 | 92 | 104 | 95 | 92 | 93 | 93 | 101 | 87
> Cc1cc(=O)oc2cc(OCCOc3ccc(/C=C/C(=O)Nc4cccc(Cl)c4)cc3)ccc12
→ 105 | 89 | 81 | 102 | 92 | 96 | 101 | 66 | .
> O=C(CCCC(=O)NCc1ccc(Cl)cc1Cl)NCc1ccc(Cl)cc1Cl
→ 106 | 92 | 92 | 109 | 89 | 92 | 99 | 114 | 98

(cont.)
SMILES	COLO 205	NCI-H226	HCT-116	NCI-H460	NCI/ADR-RES	NCI-H522	NCI-H322M	HCT-15	NCI-H23
COc1ccc(C(=O)/C=C/c2ccc(/C=C/c3cc(OC)ccc3OC)cc2)cc1	103	93	64	93	79	84	83	78	87
O=C(NC(Cc1nnc2n(Cc3ccccc3)c(=O)c3c4c(sc3n12)CCCC4)c1ccc(Cl)cc1)c1ccccc1 (stereo not given)	106	98	87	101	94	76	108	68	82
CCCN=Cc1ccccc1	122	105	111	112	105	103	101	109	108
CC(C)C(=O)Nc1cccnc1	115	106	111	112	110	113	72	105	103
CCOC(=O)c1c(N)c(C#N)cn1-c1ccc(Cl)cc1Cl	108	116	104	105	107	96	98	102	.
CC(C)(CO)NCc1ccc(Cl)cc1	118	100	106	109	116	106	.	.	.
O=C(CN1CCN(c2ncnc3c2cnn3-c2ccccc2)CC1)Nc1ccc(Br)cc1	71	62	52	58	56	-80*	77	45	.
Cc1cc(NC(=O)c2ccc(N)cc2)ccc1N=Nc1ccc2cc(S(=O)(=O)O)cc(S(=O)(=O)O)c2c1	109	105	111	117	108	129	125	104	103
O=S(=O)(OCCCCCCCCCOS(=O)(=O)c1ccc(F)cc1)c1ccc(F)cc1	96	83	82	96	99	64	101	96	93
CCc1ccccc1NC(=O)N/C(N)=N/c1nc2ccccc2s1	-84*	23	-26*	39	-30*	-54*	28	0.7*	-2.2*
C=C(C)[C@@H]1CC[C@]2(C=O)CC[C@]3(C)[C@H](CC[C@@H]4[C@@]5(C)C/C(=C/c6ccccn6)C(=O)C(C)(C)[C@@H]5CC[C@]43C)[C@@H]12	99	86	58	83	90	81	96	70	81
COc1ccc(-c2nc(S(=O)(=O)c3ccc(C)cc3)c(S(C)(=O)=O)o2)cc1	-89*	72	-0.2*	4.0*	-62*	-97*	90	-73*	-78*

Rewritten with two lines to a compound: entries from further up.
Results follow in this order: COLO 205, NCI-H226, HCT-116, NCI-H460, NCI/ADR-RES, NCI-H522, NCI-H322M, HCT-15, NCI-H23
> O=C(CN1CCN(c2ncnc3c2cnn3-c2ccccc2)CC1)Nc1ccc(Br)cc1
→ 71, 62, 52, 58, 56, -80*, 77, 45, .
> Cc1cnc(C)c(NS(=O)(=O)c2ccc(NC3=C(I)C(=O)c4ncccc4C3=O)cc2)n1
→ 117, 98, 98, 96, 91, 82, 104, 96, 92
> CC1(C)CC(=O)c2c(Nc3ccccc3)n[nH]c2C1
→ 115, 113, 106, 112, 107, 157, 135, 104, 109
> COc1ccc(C(=O)/C=C/c2ccc(/C=C/c3cc(OC)ccc3OC)cc2)cc1
→ 103, 93, 64, 93, 79, 84, 83, 78, 87
> N#CC1=C(N)Oc2c(c(=O)[nH]c3ccc(Br)cc23)C12C(=O)c1ccccc1C2=O
→ 100, 92, 104, 95, 92, 93, 93, 101, 87

Single values from the results shown.
COc1ccc(-c2nc(S(=O)(=O)c3ccc(C)cc3)c(S(C)(=O)=O)o2)cc1 in NCI/ADR-RES has -62*
O=S(=O)(OCCCCCCCCCOS(=O)(=O)c1ccc(F)cc1)c1ccc(F)cc1 in NCI/ADR-RES has 99

(continued)
SMILES	COLO 205	NCI-H226	HCT-116	NCI-H460	NCI/ADR-RES	NCI-H522	NCI-H322M	HCT-15	NCI-H23
NC(=O)C1c2ccccc2C=Cc2ccccc21	161	76	107	101	102	71	93	97	99
NC(CSC(c1ccccc1)(c1ccccc1)c1ccccc1)C(=O)NCC(=O)O (stereo not given)	17	100	41	95	108	.	48	73	86
CCn1cc(C(=O)O)c(=O)c2cc(F)c(N3CCN(CC(=O)Nc4ccc(C(C)=O)cc4)CC3)cc21	121	86	104	107	97	97	101	104	93
COc1ccc(C(O)(c2ccc(OC)cc2)c2ccccc2OC)cc1	116	101	92	103	97	68	119	99	109
COc1cc(O)c(C(C)=O)c2c1C=CC(C)(C)O2	100	97	113	114	108	.	127	103	112
CNC(=O)NCC1OC(n2cnc3c(NC(=O)Nc4ccccc4)ncnc32)C2OC(C)(C)OC12 (stereo not given)	.	109	81	101	101	103	101	97	87
c1ccc(-c2n[nH]c(-c3[nH]nc(-c4ccccc4)c3-c3ccccc3)c2-c2ccccc2)cc1	113	87	75	82	100	74	91	99	87
Clc1ccc(-c2csc(=Nc3ccccc3)n2-c2cccc(-n3c(-c4ccc(Cl)cc4)csc3=Nc3ccccc3)c2)cc1	83	83	84	100	99	58	101	101	.
CCCN(CCC)S(=O)(=O)c1ccc(C(=O)O)cc1.CCCN(CCC)S(=O)(=O)c1ccc(C(=O)O)cc1.[Cl][Pt+2][Cl].[NH2-].[NH2-]	-58*	23	2.0*	0.6*	101	-55*	43	88	-44*
COc1cc([N+](=O)[O-])c(S(=O)(=O)O)cc1NS(=O)(=O)c1ccc(C)cc1	99	101	98	107	108	87	97	99	102
CC(=O)c1ccc(OCC(=O)Nc2nc(-c3ccc(Cl)cc3)cs2)cc1	109	110	99	104	100	101	98	99	94
Cc1cccc2c3c(sc12)C(c1ccc(Cl)cc1)c1c(nc(-c2ccc(Cl)cc2)[nH]c1=O)O3 (stereo not given)	111	84	81	102	97	83	86	79	85
COC(=O)C(C(Br)C(=O)c1ccccc1)C(c1ccccc1)[N+](=O)[O-] (stereo not given)	110&123	97&93	106&104	105&112	112&106	112&106	115&101	111&104	102&103
COc1cc(NC(C)CCCN2C(=O)c3ccccc3C2=O)c2nc(C)ccc2c1OC (stereo not given)	99	96	85	103	83	82	76	90	88
O=C(O)CCC(=O)c1ccccc1	106	99	98	106	104	100	101	101	102
COC(=O)C(Cl)(Cl)N=Nc1c(Cl)cc(Cl)c(C)c1Cl	98	86	99	100	102	82	80	99	96
COc1ccc2cc(-c3ccc(NC(C)=O)c(=O)o3)ccc2c1	115	94	90	100	103	79	92	100	94
Cc1nn(-c2ccccc2)c(N2CCOCC2)c1/C=C/C(=O)c1ccc2c(c1)OCO2	102	78	57	88	69	.	90	60	101
O=C(Nc1ccc(Oc2cccc(F)c2)c(Cl)c1)c1cccnn1	101	69	55	96	92	73	94	51	76
Cc1ccc(/C=C(\C#N)n2nnc3cc(F)c(F)cc32)cc1	-28*	48	-77*	22	13	1.4*	4.9*	15	27
Cc1nc2sc(C(=O)Nc3cccc4c3OCCO4)c(N)c2cc1C(C)O (stereo not given)	5.9*	50	31	16	31	-29*	63	21	58
CC1(C)C(C=C(Cl)Cl)C1c1nc(C#N)c(NCCN2CCOCC2)o1 (stereo not given)	98	84	85	105	94	84	101	91	98
CCc1cnn2c(NCc3ccc[n+]([O-])c3)cc(N3CCCC[C@H]3CCO)nc12	-63*	-6.4*	1.2*	1.8*	-0.9*	-42*	-0.9*	0.9*	-23*
CCCCCCNC(=O)Oc1ccc(/C(=C(/CC)Cc2ccccc2)c2ccc(OCCN3CCCCC3)cc2)cc1	51	89	63	73	82	78	91	39	91
c1ccc2cc(Cn3cc[n+](C[n+]4ccn(Cc5ccc6ccccc6c5)c4)c3)ccc2c1	103	93	81	85	100	51	88	97	88
NC(N)=N/N=C(/c1ccccc1)c1ccc2nc(-c3ccc(Cl)cc3)[nH]c2c1	60	88	82	91	89	71	92	74	92
O=C1CS/C(=N/S(=O)(=O)c2ccc(NNc3c4ccccc4nc4ccccc34)cc2)N1c1ccccc1	101	77	90	93	98	68	93	97	90
COc1ccc(Cn2cc(C(=O)Nc3cccnc3Nc3ccccc3)nn2)cc1	113	96	103	114	90	92	96	95	99
O=C1C(=O)c2ccccc2C(O)=C1CC=C1CCCC1	103	102	90	99	108	72	127	69	97
CCn1cnc2c(SC)nc(N)nc21	109	114	99	104	104	98	104	106	102
COc1cc(NC(=O)Nc2cnc(Nc3ccc(N4CCOCC4)cc3)nc2Oc2ccc(C(F)(F)F)cc2)cc(OC)c1	127	98	104	105	104	96	106	103	105
CCC(C)OC(=O)/C=C\C(=O)NC(N)=O (stereo not given)	104	99	68	114	108	58	98	93	96
CCCCNc1ccc(Nc2ccccc2)cc1	85	73	48	77	86	31	98	95	42
C/C(=N\NC1=NCCN1)c1cnn(C2=NCCN2)c1C	99	100	91	105	99	.	91	107	102
O=S(=O)(c1ccc2c(c1)CCCN2)N1CCC[C@H]2CCCC[C@@H]21	123	96	92	108	79	43	107	91	101
COc1ccc(/C=C/C(=O)C(CC2CCC2)C(=O)/C=C/c2ccc(OC)c(OC)c2)cc1OC	-54*	-0.3*	-76*	-30*	3.1*	-38*	11	-35*	3.1*
Cc1cccc(/C=N/N=C2\C(=O)Nc3ccc(F)cc32)c1	97	82	92	83	94	79	89	90	86
Brc1ccc(CN(Cc2ccccc2)C2CCCCC2)cc1	101	91	109	106	106	106	111	111	93
COc1ccc(\C=N/N=C(N)/C(N)=N\N=C/c2ccc(OC)cc2)cc1	107	96	113	108	107	88	123	104	96
C=CCn1c2ccccc2c2c3c(c4c5ccccc5n(CC=C)c4c21)C(=O)N(O)C3=O	56	-98*	22	8.9*	2.9*	-62*	53	36	24
CN1CCN(c2nc(NCCCCNc3ccnc4cc(Cl)ccc34)c3ccccc3n2)CC1	-2.2*	99	53	68	95	40	85	37	83

Screening results deposited in PubChem by NCI.

The order is random. Share with any hit: about 13%.
